FXIa inh 1536: inhibitors of human coagulation factor XIa; P03951; purified FXIa, Boc-Glu-Ala-Arg-AMC fluorogenic substrate; inhibition, % at 5 µM; 0.14% of 220,000 active; AID 798;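 active means inhibition of at least 40%; inactive means inhibition below 40%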;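 further: fluorescence of freed AMC excited at 355 nm; 0% = enzyme without compound and 100% = no enzyme blank; many of its hits are not listed in these tables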
Target sequence (P03951 19-387 limits assumed): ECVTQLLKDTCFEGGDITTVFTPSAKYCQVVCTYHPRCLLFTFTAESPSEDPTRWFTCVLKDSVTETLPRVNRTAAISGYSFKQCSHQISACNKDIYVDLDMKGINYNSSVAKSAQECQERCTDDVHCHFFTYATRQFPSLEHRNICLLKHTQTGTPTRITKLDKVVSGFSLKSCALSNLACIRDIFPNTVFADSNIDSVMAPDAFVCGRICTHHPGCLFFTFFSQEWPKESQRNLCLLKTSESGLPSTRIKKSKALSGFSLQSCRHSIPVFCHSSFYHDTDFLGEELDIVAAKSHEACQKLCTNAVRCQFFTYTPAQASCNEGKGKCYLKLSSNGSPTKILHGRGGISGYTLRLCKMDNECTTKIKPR
Target sequence (P03951 388-625 limits assumed): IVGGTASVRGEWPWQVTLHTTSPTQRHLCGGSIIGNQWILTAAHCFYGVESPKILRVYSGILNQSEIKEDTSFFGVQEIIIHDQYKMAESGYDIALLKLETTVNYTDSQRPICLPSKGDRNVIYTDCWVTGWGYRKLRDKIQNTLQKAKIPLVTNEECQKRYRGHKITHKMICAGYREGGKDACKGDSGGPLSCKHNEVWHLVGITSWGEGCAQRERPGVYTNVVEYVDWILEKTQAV
Furin inhibitor: blocks human furin protease activity; P09958; purified furin, fluorogenic substrate cleavage; inhibition, % at 30 µM; 0.061% of 220,000 active; AID 463115; in the data active means inhibition above about 25%; further: inactives centre near -15
PERK inhibitor: human PERK inhibition, primary cell-based screen. Q9NZJ5. CHO PERK-DD fusion, SEAP luminescence translation reporter. inhibition, % at 5.6 µM. 0.17% of 220,000 active;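 active means inhibition above the mean inhibition of all tested compounds plus 3 SD, set separately per screening campaign, cut at about 2.9% in these data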;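 further: PERK kinase domain activated by AP20187 dimerizer at 100 nM; 0% = DMSO with dimerizer and 100% = rapamycin at 8.4 µM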
KLK5 inh: blocks human kallikrein 5 protease activity. inhibition, % at 5 µM. AID 873. recombinant hK5, fluorogenic AMC substrate cleavage. 0.59% of 210,000 active;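 active means inhibition of 40% or more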;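 further: 0% = enzyme controls without compound and 100% = no-enzyme blanks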
Target sequence (Q9Y337 67-293 limits assumed): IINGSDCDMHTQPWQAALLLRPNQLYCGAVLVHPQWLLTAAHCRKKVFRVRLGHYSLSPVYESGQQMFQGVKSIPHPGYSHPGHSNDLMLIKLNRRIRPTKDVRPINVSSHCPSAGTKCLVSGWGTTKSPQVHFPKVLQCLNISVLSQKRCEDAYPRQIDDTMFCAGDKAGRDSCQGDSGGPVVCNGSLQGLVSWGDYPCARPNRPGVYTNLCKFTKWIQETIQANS
Rad51 HR inh: Rad51 (human) homologous recombination inhibition; Q06609; hRad51 DNA strand exchange, fluorescence dequenching; inhibition, % at 10 µM; 0.085% of 200,000 active; AID 1385;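 active means inhibition above 40% at the single screening dose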;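 further: 0% = DMSO control wells and 100% = blanks with heterologous ssDNA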
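Assay system: Human Rad51 nucleoprotein filaments preassembled on unlabelled ssDNA | Reagent: Donor/quencher-labelled 47-bp dsDNA substrate | Doses: One concentration, 10 µM final | Times: 37 °C 15-min filament assembly, 30-min compound preincubation, 15-min exchange | Technique: Fluorescein emission 520 nm, excitation 485 nm | Benchmarks: Plate control and blank wells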
m-calpain inh: inhibitors of pig calpain II. purified calpain II, fluorogenic peptide substrate, 30 min. inhibition, % at 16 µM. 0.37% of 220,000 active;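 active means inhibition above about 50%, limit read from the data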
Thrombin inh: thrombin (human) inhibition; P00734; alpha-thrombin, Boc-VPR-AMC fluorogenic substrate cleavage; inhibition, % at 5 µM; 0.26% of 220,000 active;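 active means inhibition at or above 40%; inactive means inhibition below 40%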;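 further: 0% = enzyme with no compound and 100% = wells without enzyme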
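System – human alpha-thrombin protein · Reagent – Boc-VPR-AMC substrate, 15 µM final · Compound – 5 µM single dose in 0.2% DMSO · Schedule – reaction at room temperature · Technique – AMC fluorescence at 355 nm excitation and 460 nm emission · Read-out basis – % inhibition relative to enzyme controls and enzyme-free blanks · Control set – no-compound enzyme wells and no-enzyme blanks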
KCC2 mod: modulators of human KCC2 chloride dependent transport. Q9H2X9. KCC2 cells, thallium flux FluoZin-2 fluorescence. B-score of Tl+ flux slope (higher = more flux/activation; lower = inhibition) at 10 µM. 2.2% of 190,000 active. AID 1456;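 active means thallium flux slope and its plate-corrected score both differing from the plate sample mean at a set confidence after two filtering rounds, in either direction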;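 further: slope of fluorescence scaled to starting intensity during 10 to 20 s after thallium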
FXIIa inh 1536: inhibitors of human coagulation factor XIIa. 0.3% of 220,000 active. AID 800. P00748. purified FXIIa, Boc-QGR-AMC fluorogenic substrate, 2 h. inhibition, % at 5 µM; in the data active means inhibition above about 40%;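 further: 0% = enzyme with no compound and 100% = blank without enzyme; many of its hits are not listed in these tables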
The depositor's hits bear a star; / = not tested or not shown; [ ] = remark or other dose. Not all compounds are listed; the hit share may differ from the screen's.

SMILES | FXIa inh 1536 | Furin inhibitor | PERK inhibitor | KLK5 inh | Rad51 HR inh | m-calpain inh | Thrombin inh | KCC2 mod | FXIIa inh 1536
CC(C)Oc1ccc(C(=O)O)c(C(=O)O)c1 | 9.1 | -3.7[20 µM] | 0.1 | 9.0 | 9.9 | -2.3 | 9.8 | 0.566 | 16.1
COc1cc(OC)cc(C2=NCCN2)c1 | -0.1 | -26.0 | 0.7 | 5.4 | -5.8 | 38.9 | -9.7 | -0.166 | 5.0
COc1ccc(CNCc2cccc(Cl)c2)cc1 | 0.5 | -23.4 | -1.7 | -32.1 | / | -13.4 | -7.0 | -0.232 | 3.2
CS(=O)(=O)N(CC(=O)NCC1CCCO1)c1cc(Cl)cc(Cl)c1 (centres undefined) | 7.0 | -19.0[20 µM] | -0.3 | -14.4 | -9.8 | -18.6 | -2.8 | 1.85 | 0.7
Cc1ccc(-c2cc3nc(-c4ccccc4)cc(N4CCOCC4)n3n2)cc1 | 5.5 | -23.2[20 µM] | -0.3 | -10.8 | -10.0 | -184.2 | -2.0 | 0.616 | 6.6
Cc1cccc(C)c1NC(=O)CNc1ncnc2sc(C)c(C)c12 | 3.1 | -13.7 | 0.5 | -9.1 | 0.9 | 1.9 | -12.9 | 1.56 | 10.1
CC1(C)NC(=O)N(CCCCOc2ccc3ccccc3c2Cl)C1=O | 8.2 | -9.4[20 µM] | -1.4 | 6.8 | 3.6 | 6.4 | 0.6 | -0.535 | 16.2
O=C(Cn1cc([N+](=O)[O-])cn1)N1CCc2ccccc21 | -6.0 | -8.8[20 µM] | -0.4 | -10.5 | 4.9 | -15.2 | -2.0 | / | 2.1
CC(C)OCCCNC(=S)Nc1ccc2nc3n(c(=O)c2c1)CCCCC3 | -1.6 | -27.4 | 0.0 | 0.3 | -5.3 | -28.5 | 1.2 | / | 7.4
Cc1ccc(S(=O)(=O)CC(=O)Nc2ccc(Cl)cn2)cc1 | -5.7 | -23.0 | 0.9 | 1.0 | 5.0 | -0.9 | -11.9 | -0.186 | 9.4
Cc1nc2c(S(=O)(=O)c3ccccc3)cnn2c(C)c1C | -1.1 | -16.6 | 0.3 | 0.1 | 2.4 | -68.3 | -5.1 | 1.05 | 6.8
CCOc1ccc(NC(=O)/C(=C\c2ccc(OC(C)=O)c(OC)c2)NC(C)=O)cc1 | 2.8 | -32.8 | 0.8 | -20.2 | 0.3 | -1.2 | -10.2 | 0.0125 | 7.4
COc1cc(CN(C)Cc2cc(=O)n3ccsc3n2)ccc1OC(F)F | 6.4 | -23.9 | 0.3 | -4.9 | 0.2 | -0.4 | -4.0 | -1.02 | 5.3
FC(F)(F)c1cc(-c2cccs2)nc(-n2cc(Br)cn2)n1 | 2.1 | -7.9[20 µM] | 0.3 | 13.3 | 3.4 | -62.8 | -0.3 | 0.183 | 11.7
COc1ccc(Nc2ncc3c(n2)CC(c2ccc(C)cc2)CC3=O)cc1 (centres undefined) | 0.6 | -9.4[20 µM] | 0.5 | 2.7 | -4.4 | -29.4 | 1.6 | -0.0646 | 12.6
O=C(CCn1c(=S)[nH]c2cc3c(cc2c1=O)OCO3)N1CCc2ccccc2C1 | -3.1 | -22.0[20 µM] | 0.2 | 4.1 | / | -35.7 | -2.3 | -2.09 | 9.0
CS(=O)(=O)N1CCC(C(=O)NCCC2=CCCCC2)CC1 | 7.5 | -7.6[20 µM] | 0.9 | -1.2 | 2.9 | -11.9 | 1.3 | 0.687 | 14.2
CCOC(=O)Cc1csc(NC(=O)/C=C/c2cccc(Br)c2)n1 | -2.5 | -26.7 | 0.4 | -4.2 | 2.2 | -4.9 | 11.3 | 0.546 | 2.1
CCCN1Cc2cccc(C(=O)Nc3ccc(-c4nc5ccccc5[nH]4)cc3)c2C1=O | 4.8 | -7.7 | -0.8 | -16.1 | 11.9 | -118.9 | -8.6 | 0.606 | 7.7
COc1ccc(C(=O)Nc2cc(C(=O)c3ccccc3)c(C)oc2=O)cc1 | -6.2 | -17.5 | 1.1 | -0.4 | -6.8 | 12.8 | -0.8 | / | 8.8
CCc1ccc2[nH]c(=O)c(CN(Cc3ccco3)C(=S)NCC3CCCO3)cc2c1 (centres undefined) | -3.3 | -20.1 | 1.6 | 1.5 | 21.2 | -19.8 | -13.2 | -2.01 | -0.3
COc1ccc(-n2cccc2/C=C2\C(=N)N3N=C(C(C)C)SC3=NC2=O)cc1 | -0.7 | -22.7 | 0.1 | -4.7 | -1.4 | -41.7 | -9.1 | 2.22 | -1.1
Cc1cccc(NC(=O)Nc2cccc(Oc3c(F)c(F)c(F)c(F)c3F)c2)c1 | -6.9 | -7.9[20 µM] | 0.8 | -0.5 | -6.5 | -13.5 | -12.6 | -0.313 | -21.7
CN1CCN(C(=O)C23CC4CC(C2)CC(c2ccccc2)(C4)C3)CC1 | 4.0 | -30.9 | 1.1 | 4.9 | / | -5.4 | 2.6 | 0.482 | 13.8
COc1ccc(/C=C/C(=O)NC(=S)Nc2ccc(N3CCN(C(C)=O)CC3)cc2)cc1 | 3.5 | -25.2 | -0.3 | 9.2 | 9.3 | -11.6 | 1.4 | 0.852 | 12.3
COc1ccc(/C(C)=N/OCC(=O)N=Nc2c(O)[nH]c3ccc(Br)cc23)cc1 | 10.6 | -20.3 | -0.6 | -5.7 | / | -9.9 | -1.8 | 1.24 | 12.7
Cc1ccccc1-n1nc2c(c1NC(=O)c1cccc(F)c1)CS(=O)C2 (centres undefined) | 1.0 | -25.8 | 1.2 | -1.5 | -7.7 | -13.2 | -7.1 | -0.716 | 7.0
Cc1ccc(-c2cc(C(=O)NCc3cccs3)no2)cc1 | 15.2 | -13.9[20 µM] | -0.2 | -7.8 | 9.5 | 1.2 | -6.9 | -0.0355 | 16.7
CCCCn1c(=S)[nH]c2ncccc2c1=O | 0.7 | -11.2 | 0.4 | -24.8 | / | 9.4 | -0.2 | 49.5* | 8.5
CC(=O)Nc1ccc(NC(=O)CSc2nnc3c4ccccc4n(C)c3n2)cc1 | -11.5 | -19.2 | 0.2 | -4.8 | -0.6 | -22.2 | -22.2 | 0.337 | 1.6

Whole records, quoted from the list:
Entry for CCCCn1c(=S)[nH]c2ncccc2c1=O = FXIa inh 1536 = 0.7; Furin inhibitor = -11.2; PERK inhibitor = 0.4; KLK5 inh = -24.8; Rad51 HR inh = /; m-calpain inh = 9.4; Thrombin inh = -0.2; KCC2 mod = 49.5*; FXIIa inh 1536 = 8.5
Entry for Cc1cccc(NC(=O)Nc2cccc(Oc3c(F)c(F)c(F)c(F)c3F)c2)c1 = FXIa inh 1536 = -6.9; Furin inhibitor = -7.9[20 µM]; PERK inhibitor = 0.8; KLK5 inh = -0.5; Rad51 HR inh = -6.5; m-calpain inh = -13.5; Thrombin inh = -12.6; KCC2 mod = -0.313; FXIIa inh 1536 = -21.7

Later entries:
SMILES | FXIa inh 1536 | Furin inhibitor | PERK inhibitor | KLK5 inh | Rad51 HR inh | m-calpain inh | Thrombin inh | KCC2 mod | FXIIa inh 1536
CCCn1c(N2CCN(S(=O)(=O)Cc3ccccc3)CC2)nc2ccccc21 | 3.1 | -15.3 | 0.0 | 3.9 | -10.1 | -35.5 | -2.9 | -1.03 | 13.2
Cc1cc2ncn(S(=O)(=O)N(C)C)c2cc1C | 0.5 | -1.8[20 µM] | 0.4 | -1.8 | -3.7 | 8.6 | 2.3 | -0.721 | 16.6
COCCn1c(=NC(=O)/C=C/c2ccccc2)sc2cc(NC(C)=O)ccc21 | 6.2 | -14.6 | 0.2 | -10.3 | 2.5 | -230.9 | 0.4 | -0.66 | 8.9
Cc1ccc(C)c(C(=O)CC2(O)C(=O)N(C)c3ccccc32)c1 (centres undefined) | -2.4 | -15.8[20 µM] | 0.9 | -3.4 | -5.3 | -11.8 | 0.5 | -0.296 | 11.2
Cc1ccc(-c2nc(CS(=O)CC(=O)N3CCN(c4ncccn4)CC3)c(C)o2)cc1 (centres undefined) | -7.7 | -29.0 | -0.6 | 15.0 | / | -37.8 | -9.7 | / | 0.8
CCN1CCN(Cc2ccc(NC(=O)c3cc(NC(=O)C4=NN(c5ccccc5)C(=O)C4)cc(OC)c3)cc2C(F)(F)F)CC1 | -0.3 | -12.6 | / | -1.3 | -5.8 | -55.7 | -0.5 | 0.986 | 5.1
Cc1ccc(C(=O)NCc2ccc(Cl)c(Cl)c2)o1 | 5.7 | -4.3 | -0.6 | 7.8 | 3.3 | 16.4 | 1.6 | 0.396 | 15.2
CN(Cc1ccccc1)S(=O)(=O)c1ccc(OCC(=O)N2CCC(C(N)=O)CC2)cc1 | 0.2 | -20.3 | 1.3 | -0.3 | 19.0 | -7.9 | -0.4 | -0.0113 | 11.5
O=C(/C=C/c1ccco1)Nc1cccc(NC(=O)/C=C/c2ccco2)n1 | 6.0 | -9.5 | 0.0 | -7.7 | -12.3 | -55.4 | -2.2 | -1.51 | 11.5
CCOc1ccc2nc3sc(C(=O)N4CCN(C)CC4)c(N)c3cc2c1 | 2.6 | -18.1 | -0.1 | -16.0 | -5.5 | -59.1 | 1.0 | -0.958 | 19.5
O=C(Cn1c(CN2CCCCC2)nc2ccccc2c1=O)NC1CCCCC1 | 7.0 | -1.1 | -0.9 | 15.5 | / | 11.3 | 9.6 | -0.511 | -5.0
Cc1ccc2c(c1)sc1nc(=O)n(-c3ccccc3)c(=O)n12 | 5.0 | 1.9 | 0.2 | 6.6 | -6.8 | 14.5 | 4.7 | 1.43 | 13.5
CC(C)NC(=O)c1ccc(-c2cc(C(F)(F)F)ccc2Cl)o1 | 8.0 | -13.7[20 µM] | 0.5 | -1.6 | -2.3 | -14.0 | 1.7 | 0.0505 | 15.2
Cc1cc(C(=O)CN2C(=O)C(=O)N(Cc3ccccc3)C2=O)c(C)n1CC1COc2ccccc2O1 (centres undefined) | 1.6 | -11.1 | 0.1 | 3.2 | 25.7 | -125.2 | -6.4 | -1.64 | 6.4
CCN1CCN(Cc2nc3c(c(=O)n(C)c(=O)n3C)n2CCc2ccccc2)CC1 | 5.1 | -16.6 | -0.3 | -6.5 | 1.5 | 16.1 | 2.6 | 0.512 | 11.4
C=CCC1(O)C(=O)N2C(=C1C(=O)N1CCOCC1)c1ccccc1CC2(C)C (centres undefined) | 3.8 | -7.4[20 µM] | -1.1 | -21.7 | -9.0 | 5.7 | -4.2 | 0.00322 | 8.1
COc1ccc2[nH]cc(C(=O)CCl)c2c1 | -1.3 | -16.5 | 1.3 | -1.0 | 6.4 | -21.9 | -0.3 | 0.0243 | 12.7
CCC1=C(OC(=O)N(CC)CC)N2C(=O)OC(=NCCc3c[nH]c4ccccc34)[C@]2(C)[C@H]2C1=CC[C@H]1C(=O)N(C)C(=O)[C@H]12 | -2.2 | -17.6 | / | -2.1 | -6.2 | -19.7 | -8.2 | 0.0177 | -2.1
Cc1nc(Nc2ccccc2)sc1C(=O)Nc1ccccc1 | 3.4 | -19.3 | 0.9 | 1.1 | 15.4 | 0.8 | -4.6 | -0.957 | 2.1
CC(C)C1Oc2ccccc2N(CC(=O)N(Cc2ccncc2)Cc2ccco2)C1=O (centres undefined) | 7.3 | -18.4[20 µM] | -0.4 | 26.0 | 3.2 | -1.0 | -1.5 | -0.765 | 15.6
Cc1ccc(S(=O)(=O)/C(C#N)=C/c2ccccc2OCc2ccccc2)cc1 | -4.5 | -3.8 | -0.6 | -0.9 | 1.7 | 1.3 | -3.9 | -0.0381 | 3.5
O=C(c1ccc(Cl)s1)N1CCN(c2nc3ccccc3s2)CC1 | 1.7 | -15.9 | 0.1 | -3.0 | 2.8 | -19.6 | -5.6 | -0.539 | 9.8
